# CRFR2-BP antag: antagonists of CRF-binding protein/CRF-R2 receptor complex; HEK293 CRF-R2/CRF-BP, CRF-induced calcium fluorescence; inhibition, % at 11.8 µM; actives 0.59% (n = 350,000); AID 588475;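 active = inhibition of the ligand-induced calcium signal above about 50% at the single tested concentration, limit read from the data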
# CRFBP-R2 agonist: agonists of human CRF-binding protein/CRF-R2 receptor complex; HEK293 CRF-R2/CRF-BP, calcium dye fluorescence (FLIPR); percent of saturating CRF peptide response; activation, % at 13.2 µM; actives 0.46% (n = 350,000); AID 588473;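 active = activation of at least 50%, plus an integration ratio under a set limit after plate pattern correction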;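 note: plate controls were neutral control wells without compound for no effect and CRF at EC100 for full effect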
# M5 ag: CHRM5 agonism in calcium assay; actives 0.19% (n = 360,000); CHO-K1 hM5 cells, Fluo-8 calcium fluorescence; 0% DMSO wells, 100% maximal acetylcholine response; AID 624037; activation, % at 3 µM;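 active = activation above the run's mean over test compounds plus 3 SD, cut at about 23% in these data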;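 note: signal is peak over basal fluorescence ratio across the kinetic read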
# Target sequence (P08912 whole entry, looked up): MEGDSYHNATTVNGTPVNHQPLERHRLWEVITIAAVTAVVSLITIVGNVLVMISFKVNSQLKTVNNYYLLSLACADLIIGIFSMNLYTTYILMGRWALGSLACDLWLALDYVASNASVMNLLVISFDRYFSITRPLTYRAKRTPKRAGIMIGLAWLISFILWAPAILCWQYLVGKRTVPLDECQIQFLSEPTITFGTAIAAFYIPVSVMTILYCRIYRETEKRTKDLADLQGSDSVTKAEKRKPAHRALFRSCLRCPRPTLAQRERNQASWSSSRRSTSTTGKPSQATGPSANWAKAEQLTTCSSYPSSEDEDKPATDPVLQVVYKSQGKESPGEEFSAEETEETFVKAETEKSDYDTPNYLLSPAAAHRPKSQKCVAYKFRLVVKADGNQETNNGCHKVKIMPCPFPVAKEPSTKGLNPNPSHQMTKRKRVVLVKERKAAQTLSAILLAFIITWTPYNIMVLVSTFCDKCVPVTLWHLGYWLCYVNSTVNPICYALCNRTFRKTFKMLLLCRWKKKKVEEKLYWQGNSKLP
# M5 antag: CHRM5 antagonism in calcium assay; CHO-hM5 cells, Fluo-8 calcium fluorescence, ACh EC80; inhibition, % at 3 µM; actives 0.59% (n = 360,000); AID 624040;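 active = inhibition above a per-plate cutoff, the mean of that plate's test compounds plus 3 SD, cut at about 27% in these data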;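 note: 0% = acetylcholine EC80 with DMSO and 100% = DMSO without agonist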
# CHRM4 antagonist: antagonists of human muscarinic M4 receptor (CHRM4); P08173; AID 624125; actives 0.73% (n = 360,000); inhibition, % at 3 µM; CHO-hM4 cells, ACh EC80, Fluo-8 calcium fluorescence;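 active = inhibition above its plate's cutoff, the mean inhibition of sample wells plus 3 SD, cut at about 27% in these data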;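 note: 0% = acetylcholine EC80 with DMSO and 100% = DMSO without agonist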
# Target sequence (P08173 whole entry, looked up): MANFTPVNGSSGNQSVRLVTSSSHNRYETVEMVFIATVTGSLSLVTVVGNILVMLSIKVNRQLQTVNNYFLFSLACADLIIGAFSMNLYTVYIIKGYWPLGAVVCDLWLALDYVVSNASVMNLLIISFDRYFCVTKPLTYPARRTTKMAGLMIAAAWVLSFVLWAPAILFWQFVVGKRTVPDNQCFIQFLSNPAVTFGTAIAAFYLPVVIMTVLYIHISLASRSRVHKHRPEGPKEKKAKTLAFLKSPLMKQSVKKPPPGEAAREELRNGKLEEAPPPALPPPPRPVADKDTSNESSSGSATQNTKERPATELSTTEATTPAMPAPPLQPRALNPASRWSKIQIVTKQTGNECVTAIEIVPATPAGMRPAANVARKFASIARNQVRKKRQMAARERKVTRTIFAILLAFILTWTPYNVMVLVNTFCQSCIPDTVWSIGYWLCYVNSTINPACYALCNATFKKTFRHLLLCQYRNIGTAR
# M1 PAM: potentiates human M1 receptor response to acetylcholine; P11229; actives 0.088% (n = 360,000); AID 588819; CHO-K1 hM1, Fluo-8 calcium fluorescence, ACh EC20; 0% = ACh EC20, 100% = maximal ACh; activation, % at 3 µM; in the data active = activation above about 19%, passing the limit was not always enough
# M4 ag: CHRM4 agonism in calcium assay; P08173; CHO-K1 hM4/Gqi5, Fluo-8 calcium fluorescence; vehicle 0%, full acetylcholine response 100%; activation, % at 3 µM; actives 0.14% (n = 360,000);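 active = activation above the run mean over all test wells plus 3 SD, cut at about 32% in these data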;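 note: peak over basal fluorescence ratio per well then scaled between controls; 0% = DMSO wells and 100% = acetylcholine at EC100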
# CHRM5 PAM: positive allosteric modulators of human muscarinic M5 receptor; P08912; CHO-K1 hM5, Fluo-8 calcium, ACh EC20 PAM; 0% = ACh EC20, 100% = ACh EC100; activation, % at 3 µM; actives 0.3% (n = 360,000);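 active = activation above the run cutoff, the mean activation of all test compounds plus 3 SD, cut at about 18% in these data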
#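 Test system: CHO-K1 hM5 cells / Doses: single-point, 3 µM nominal / Times: Post-acetylcholine fluorescence recording 140 s / Technique: Fluo-8 calcium fluorescence / Measure: Max/basal fluorescence ratio as % of EC20–EC100 ACh window / Benchmarks: low control EC20 acetylcholine (0%), high control EC100 acetylcholine (100%) / Replicates: one well per compound, no replicates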
# CHRM4 PAM: potentiates acetylcholine response at human M4 receptor; CHO-K1 hM4/Gqi5, Fluo-8 calcium fluorescence, ACh EC20; 0% = ACh EC20, 100% = maximal ACh; activation, % at 3 µM; actives 0.4% (n = 360,000);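 active = activation above its plate's cutoff, the mean activation of sample wells plus 3 SD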; note: some results filed as inactive read as strong as hits
# Numbers without * were called inactive; . = no result given.
SMILES,CRFR2-BP antag,CRFBP-R2 agonist,M5 ag,M5 antag,CHRM4 antagonist,M1 PAM,M4 ag,CHRM5 PAM,CHRM4 PAM
O=C(Nc1ccc(C(=O)NCc2ccccc2Cl)cc1)C1=CSCCO1,-2.2,0.0,-1.2,-3.9,-0.4,8.6,0.7,12.6,5.0
COC(=O)c1c(C)cc(O)cc1O,1.1,-1.6,3.4,2.5,-4.0,4.7,0.0,-0.6,2.7
N=c1n(Cc2ccccc2)c2ccccc2n1CC(O)COc1ccccc1 (configuration not stated),-47.3,-0.8,-3.2,14.6,-2.3,2.5,14.0,-5.8,-4.8
COc1ccc(OC)c(CNC(=O)CCS(=O)(=O)c2ccc3c(c2)oc(=O)n3C)c1,-9.2,-0.1,-1.8,-3.0,-8.2,-0.8,1.1,-1.8,-1.1
COc1cccc(CNC(=O)C(=O)N2CCC3(CC2)OCCN3S(=O)(=O)c2ccc(C)cc2)c1,3.9,-1.3,1.4,5.2,-5.5,6.1,6.6,-4.8,2.9
CCCCC[C@@H]1[C@H]2[C@H]3C(=O)N(c4ccccc4)C(=O)[C@H]3CC(=O)[C@H]2[C@H](c2ccccc2)N1S(=O)(=O)c1ccc(C)cc1,.,.,2.5,-13.2,-20.2,7.3,2.3,3.5,10.9
COC(=O)c1c(S(=O)(=O)N2CCOCC2)c(C)n(C)c1C,-8.1,1.3,-2.8,-1.9,0.2,12.9,0.6,0.7,4.3
Cc1ccc(-c2csc(NC(=O)/C=C/c3cccs3)n2)cc1C,-8.2,1.2,0.6,1.5,6.0,7.5,0.3,0.3,-0.8
CC(=O)NCCC(=O)Nc1nc(-c2ccccc2Cl)cs1,17.2,-0.4,3.7,3.6,-13.7,8.2,4.3,-1.4,4.5
O=C(NCCc1c[nH]c2ccccc12)c1ccc([N+](=O)[O-])o1,-4.3,0.5,0.1,8.2,3.0,0.3,1.7,-4.3,0.7
CCN(CC(=O)Nc1ccc(NC(C)=O)cc1)CC(=O)Nc1cccc(Cl)c1,-5.2,1.0,-2.8,10.9,-17.5,7.3,2.4,-2.8,-3.8
COC(=O)C1(C)NC(c2ccc(F)cc2)C2C(=O)N(c3ccccc3)C(=O)C21 (configuration not stated),0.8,-1.0,0.1,0.4,-2.6,13.0,0.5,-0.9,3.3
Cc1ccc(N=Nc2c(=O)[nH]n3c(=O)cc(C)[nH]c23)cc1,14.2,-0.6,1.8,-2.2,11.8,0.1,-1.0,2.2,3.8
CCC(=O)NC(=S)Nc1ccc(NC(=O)c2ccc(Br)o2)cc1,-32.4,4.0,-3.7,-4.4,2.7,7.1,2.0,-3.2,-6.2
C/C(=N\NC(=O)c1cc(-c2ccco2)nc2ccccc12)c1cccnc1,20.1,-1.5,4.5,6.6,-4.6,5.3,1.2,1.1,-0.2
Cc1nn(-c2ccccc2)c2c1c(C)c(CCC(=O)NCC1CCCO1)c(=O)n2C (configuration not stated),-17.8,0.9,-6.1,0.4,-9.8,7.9,1.8,-1.6,1.7
CC1CCCN(S(=O)(=O)c2ccc(C(=O)Nc3nnc(-c4ccccn4)o3)cc2)C1 (configuration not stated),12.5,-0.3,1.5,-6.0,1.7,0.3,0.3,0.9,-1.5
Cc1cccc(C(=O)NCCNC(=O)c2ccco2)c1,-1.2,1.0,0.3,3.8,-19.8,-0.8,2.4,-0.4,13.6
COCCN(Cc1ccccc1)C(=O)c1cccc(S(=O)(=O)N2CCN(c3ccc(F)cc3)CC2)c1,5.2,0.6,-1.1,4.0,-6.1,-6.7,7.5,-7.4,-6.4
COc1cc(C)ccc1OCc1cc(C(=O)N2CCN(C)C[C@@H]2c2ccccc2)no1,8.7,-2.8,-2.8,-13.9,-28.2,4.2,9.6,-0.4,-2.6

# Just CHRM5 PAM, M5 antag and M5 ag, for 5 of the compounds above:
SMILES | CHRM5 PAM | M5 antag | M5 ag
COC(=O)c1c(S(=O)(=O)N2CCOCC2)c(C)n(C)c1C | 0.7 | -1.9 | -2.8
Cc1ccc(-c2csc(NC(=O)/C=C/c3cccs3)n2)cc1C | 0.3 | 1.5 | 0.6
CC(=O)NCCC(=O)Nc1nc(-c2ccccc2Cl)cs1 | -1.4 | 3.6 | 3.7
O=C(NCCc1c[nH]c2ccccc12)c1ccc([N+](=O)[O-])o1 | -4.3 | 8.2 | 0.1
CCN(CC(=O)Nc1ccc(NC(C)=O)cc1)CC(=O)Nc1cccc(Cl)c1 | -2.8 | 10.9 | -2.8

# Part of the list above, tab-delimited.
canonical_smiles	CRFR2-BP antag	CRFBP-R2 agonist	M5 ag	M5 antag	CHRM4 antagonist	M1 PAM	M4 ag	CHRM5 PAM	CHRM4 PAM
Cc1ccc(N=Nc2c(=O)[nH]n3c(=O)cc(C)[nH]c23)cc1	14.2	-0.6	1.8	-2.2	11.8	0.1	-1.0	2.2	3.8
CCC(=O)NC(=S)Nc1ccc(NC(=O)c2ccc(Br)o2)cc1	-32.4	4.0	-3.7	-4.4	2.7	7.1	2.0	-3.2	-6.2

# Carrying on:
SMILES,CRFR2-BP antag,CRFBP-R2 agonist,M5 ag,M5 antag,CHRM4 antagonist,M1 PAM,M4 ag,CHRM5 PAM,CHRM4 PAM
COc1ccc(C(=O)N2CCCC(Nc3ccc(C)c(C)c3)C2)c(OC)n1 (configuration not stated),-8.7,-0.5,-2.3,-1.0,-0.6,2.8,0.3,-3.6,-3.0
Cc1ccc(C)c(C(=O)COc2ncnc3ccccc23)c1,2.4,-1.0,4.7,-9.0,5.3,-2.8,3.0,3.0,-9.3
CC(=O)OC1COC(n2c(O)c(N=NC(N)=S)c3ccccc32)C(OC(C)=O)C1OC(C)=O (configuration not stated),-0.9,0.2,0.3,4.4,-13.5,-0.8,5.3,2.2,6.2
NS(=O)(=O)c1ccc(NC(=O)c2cccc3ccccc23)cc1,8.9,0.3,-0.8,12.3,2.5,3.0,1.0,-8.3,0.9
COC(=O)CSc1ccc(S(=O)(=O)N2CCOCC2)cc1[N+](=O)[O-],17.5,-0.3,-0.4,2.2,2.9,11.8,1.8,-1.7,1.1
Cc1ccc(C(=O)O)cc1NS(=O)(=O)c1ccc2ccccc2c1,-4.3,0.5,-3.6,9.3,-1.6,-4.0,0.0,3.6,4.1
CSCCC(NS(=O)(=O)/C=C/c1ccccc1)C(=O)N1CCC(C)CC1 (configuration not stated),-6.7,0.4,-5.9,3.6,-0.6,2.1,2.2,-4.6,7.6
O=[N+]([O-])c1cc([N+](=O)[O-])c(Oc2ccc(F)cc2)cc1NN1CCCCC1,5.1,-0.2,0.4,17.7,-5.9,5.4,0.3,-1.1,4.6
COc1cccc(-c2nc(N3CCC(C)CC3)c3ccccc3n2)c1O,-7.6,-2.3,0.1,-8.4,-1.2,3.1,0.1,6.8,0.2
COc1ccc(C(=O)Nc2nc3ccc4nc(C)sc4c3s2)cc1,21.5,0.1,-0.8,3.0,-9.6,7.0,0.3,-2.6,6.5
Cc1cc(-c2ccc(NS(=O)(=O)c3ccccc3)c(C)c2)ccc1NS(=O)(=O)c1ccccc1,-15.2,8.7,-2.9,8.2,4.5,-1.2,1.3,-14.9,-2.6
Cc1c(NC(=S)N/N=C/c2ccc(O)cc2)c(=O)n(-c2ccccc2)n1C,-4.3,0.0,1.9,-1.4,-0.4,-3.7,1.1,2.6,8.9
O=C(NC(=S)Nc1cccc(-c2ccc(CO)o2)c1)c1cccs1,-40.4,-0.6,3.1,9.1,-0.6,4.4,2.4,-3.5,-1.5
CC(C)N(Cc1ccccc1)C(=O)CCc1ccccc1,-11.8,-2.4,-3.7,12.1,-5.8,-0.3,3.1,-3.9,-0.7
c1ccc2c(c1)CN1CCCC1=N2,0.5,-0.3,-1.1,8.8,-9.8,8.6,0.8,-4.4,0.7
CC1Cc2cc(S(=O)(=O)NCc3ccccc3)ccc2N1C(=O)C1CCC1 (configuration not stated),29.9,-1.6,-0.3,-0.5,5.2,1.1,1.5,-0.1,-0.9
COc1cc(CC(=O)OCC(=O)Nc2cc([N+](=O)[O-])ccc2F)cc(OC)c1OC,2.3,-1.4,2.1,-5.4,-0.1,11.6,2.5,-3.9,-1.7
Cc1ccc(NC2CC(C)NC(=S)N2)cc1 (configuration not stated),5.4,-0.3,-1.8,13.9,-3.7,-3.8,10.3,-16.2,-14.9
CCN(CC)CCN(C(=O)c1ccc(S(=O)(=O)N2CCOCC2)cc1)c1nc2cc3c(cc2s1)OCCO3,-12.5,-2.0,-6.8,7.0,-4.5,2.8,0.5,-1.9,2.9
CCSc1nnc(NC(=O)CSc2nc3c(c(=O)n2CC)SC(C)C3)s1 (configuration not stated),-16.1,11.9,-1.6,5.1,3.9,-7.0,-0.1,-2.0,3.2
CCC(=O)N1c2ccc(S(=O)(=O)NCCc3ccc(OC)c(OC)c3)cc2CC1C (configuration not stated),16.0,-1.7,-1.1,4.6,7.4,2.1,5.9,-2.7,10.7
Cc1cc(C(=O)OC(C)C(=O)NC2CCCCC2)c(C)o1 (configuration not stated),9.3,-1.4,-2.4,8.0,-6.4,4.4,-0.6,2.5,11.4
CN(CC(=O)Nc1cccc(F)c1)CC(=O)Nc1ccccc1[N+](=O)[O-],-0.3,4.4,6.2,14.7,-6.0,-9.8,17.3,-27.6,-9.1
COc1ccc(CNCc2ccc3c(c2)OCO3)c(OC)c1OC,5.2,-0.4,0.9,-0.5,-8.6,9.9,1.9,6.3,2.0
CN1CCN(C(=O)c2cc3c(n(-c4ccccc4)c2=O)CC(C)(C)CC3=O)CC1,1.3,-1.1,1.1,-8.0,-7.4,9.2,0.3,0.7,-7.2
OC(COc1ccc(Cl)c2ccccc12)CN1CCN(c2ccccn2)CC1 (configuration not stated),-45.3,7.4,-0.2,1.5,-1.3,1.1,4.6,5.2,-6.8
CCOc1ccc(-c2n[nH]c(C(=O)NN)c2C)cc1,-10.1,-1.2,-0.9,9.5,3.1,7.1,3.0,-7.8,-6.2
Cc1nn(CCC(=O)N2CCN(S(=O)(=O)c3ccccc3)CC2)c(C)c1C,-7.3,-0.4,-4.2,8.1,5.4,7.9,0.0,2.7,-8.2
O=C(/C=C/c1ccco1)Nc1ccc2c(c1)OCO2,1.2,-1.2,-5.3,1.8,-0.8,12.1,2.4,7.2,8.2
CC(C)CC(=O)C1CCCN(C(=O)c2ccc3oc(Cc4ccccc4)nc3c2)C1 (configuration not stated),-9.4,1.0,-3.4,11.9,1.9,3.6,4.0,-2.0,2.6
CNc1ncnc(Sc2ccc(Cl)cc2)c1[N+](=O)[O-],29.5,-4.9,-1.4,7.0,10.5,6.5,-0.3,4.4,0.4
COC(=O)c1ccc(Cn2c(C)c(C(=O)NCc3cccc([N+](=O)[O-])c3)sc2=O)o1,.,.,1.1,0.3,-2.6,-12.9,5.8,-7.7,-6.2
Cc1n[nH]c(=S)n1/N=C/c1c(O)ccc2ccccc12,-8.1,0.9,-5.6,14.4,-2.6,7.7,0.7,2.5,5.0
COc1ccc(-c2nn(-c3ccccc3)cc2/C=N/NC(=O)c2cccc(S(=O)(=O)Nc3ccccc3Cl)c2)cc1,-4.8,0.6,-0.5,-5.5,-0.5,8.7,1.2,-7.0,-1.9
O=C(NCCCNC1CCCCC1)c1ccc(/C=N/O)nc1,-14.9,0.1,-2.6,3.9,-5.8,0.1,0.6,6.0,12.1
Cc1cc(C)cc(NC(=O)CCC(=O)Nc2nnc(C(C)C)s2)c1,-1.5,-1.1,1.1,-9.5,-1.3,1.4,-0.4,9.1,0.5
